From PubChem BioAssay
ADAM10 inh – inhibitors of human ADAM10 | 370,000 tested, 0.62% active | inhibition, % at 7 µM | O14672 | recombinant ADAM10, EDANS/DABCYL FRET peptide cleavage, 3 h | AID 720582;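 active means inhibition above a per-campaign cutoff equal to the mean of compounds falling between control-based bounds plus 3 SD, cut at about 20% in these data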;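 further: 0% = DMSO wells while the 100% control is not disclosed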
Target sequence (O14672 214-748 limits assumed): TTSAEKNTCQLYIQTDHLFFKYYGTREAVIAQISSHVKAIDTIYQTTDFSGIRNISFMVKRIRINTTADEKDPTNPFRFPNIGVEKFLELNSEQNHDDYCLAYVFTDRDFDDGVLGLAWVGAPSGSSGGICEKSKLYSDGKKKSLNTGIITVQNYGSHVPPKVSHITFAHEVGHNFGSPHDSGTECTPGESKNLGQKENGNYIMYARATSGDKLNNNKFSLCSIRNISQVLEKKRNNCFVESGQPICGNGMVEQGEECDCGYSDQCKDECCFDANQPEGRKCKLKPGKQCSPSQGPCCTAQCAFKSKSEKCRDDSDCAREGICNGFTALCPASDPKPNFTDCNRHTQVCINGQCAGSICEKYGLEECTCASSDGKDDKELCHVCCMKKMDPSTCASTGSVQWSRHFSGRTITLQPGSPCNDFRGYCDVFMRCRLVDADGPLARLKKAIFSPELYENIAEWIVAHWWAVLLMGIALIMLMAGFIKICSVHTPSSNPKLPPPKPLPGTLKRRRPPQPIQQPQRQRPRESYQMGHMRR
DAX1 inh-1 – DAX1 (NR0B1) inhibition, primary screen | 370,000 tested, 1.1% active | inhibition, % at 6.8 µM | HEK293T StAR-luciferase reporter, SF-1/DAX-1 repression relief | AID 652010;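 active means inhibition above the mean over all tested compounds plus 3 SD, cut at about 3.6% in these data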;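 further: 0% = DAX-1 cells with DMSO and 100% = cells lacking DAX-1 with DMSO; higher inhibition means more luminescence from relief of DAX-1 repression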
HGIII-sPLA2 inh – Inhibits HGIII-sPLA2 liposome hydrolysis, primary screen. Q9NZ20. QFRET BODIPY PC-A2 liposome hydrolysis, fluorescence. inhibition, % at 12.2 µM. 370,000 tested, 0.56% active;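 active means inhibition above mean plus 3 SD of compounds lying within the high and low control bounds, cut at about 19% in these data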;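 further: 0% = median of test compound wells and 100% = no enzyme DMSO wells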
DAX1 inh-2 – inhibitors of human orphan nuclear receptor DAX1 (NR0B1) | 340,000 tested, 0.99% active | HEK293 Gal4-DAX1 luciferase reporter, luminescence | AID 504766 | inhibition, % at 6.75 µM;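 active means inhibition above the mean over all tested compounds plus 3 SD, cut at about 4.2% in these data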;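 further: 0% = DAX1-transfected cells with DMSO and 100% = empty-vector control cells with DMSO; inhibition shows as a rise in luminescence from relieved DAX1 repression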
Target sequence (P51843 207-470 limits assumed): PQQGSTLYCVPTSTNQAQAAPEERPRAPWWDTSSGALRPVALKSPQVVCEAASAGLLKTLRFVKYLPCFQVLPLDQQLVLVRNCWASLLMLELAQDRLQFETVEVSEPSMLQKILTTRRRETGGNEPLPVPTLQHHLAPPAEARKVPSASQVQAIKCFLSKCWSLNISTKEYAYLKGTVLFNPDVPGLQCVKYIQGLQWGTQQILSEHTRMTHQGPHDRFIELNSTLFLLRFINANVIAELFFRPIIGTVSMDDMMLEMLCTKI
hcDAF-12 act – activates DAF-12 receptor from parasite H. contortus; activation, % at 6.8 µM; HEK293 hcDAF-12 lit1-tk-luc reporter, luminescence; 0% DMSO, 100% Δ7-dafachronic acid; 370,000 tested, 1.4% active;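 active means activation above the mean of all tested compounds plus 3 SD, cut at about 5.5% in these data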;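 further: 100% = response to 3 µM Δ7-dafachronic acid high control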
ssDAF12 agonist – S. stercoralis DAF-12 activation, primary screen; HEK293 ssDAF-12/GRIP1 lit1-tk-luc reporter, luminescence; % of 3 µM dafachronic acid response; activation, % at 6.8 µM; 370,000 tested, 1% active;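 active means activation above the mean over all tested compounds plus 3 SD, cut at about 0.9% in these data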;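 further: 0% = DMSO-only wells and 100% = 3 µM delta7-dafachronic acid wells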
NPR1 activator – GC-A (human) enzyme activation; AID 1671463; P16066; 370,000 tested, 0.14% active; HEK293 GC-A cells, cGMP TR-FRET, EC30 ANP; 0% at EC30 ANP, 100% saturating ANP; activation, % at 10 µM; in the data active means activation above about 40%
SMARCA2 activ – increases SMARCA2 function in MMTV reporter cells; activation, % at 9.1 µM; AID 652017; 370,000 tested, 1% active; MG213 cells, MMTV-luciferase reporter, dexamethasone, overnight; in the data active means activation above about 7.8%;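 further: 0% = vehicle wells and 100% = reference activator wells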
NPR2 activator – GC-B (human) receptor activation; P20594; HEK293-GC-B cells, CNP EC30, cGMP TR-FRET; 0% at EC30 CNP, 100% saturating CNP; activation, % at 10 µM; 370,000 tested, 0.11% active;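 active means activation at 10 µM reaching about 35% in either raw or pattern-adjusted values, limit read from the data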
FXN GAA850 act – increases GAA850 frataxin promoter reporter activity | 360,000 tested, 0.56% active | activation, % at 6 µM | AID 540364 | HEK293 lucGAA850 FXN promoter luciferase reporter, 24 h; percent of 10 µM SAHA response;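 active means activation above the average of all compounds screened plus 3 SD, cutoff fixed separately per campaign, cut at about 7.5% in these data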;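 further: 0% = DMSO wells and 100% = 10 µM SAHA wells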
hgDAF12 agonist – hgDAF-12 agonism, primary luciferase screen. HEK293 GAL4-hgDAF12 UAS-luciferase reporter, agonist luminescence; normalized to butyrate control. activation, % at 6.8 µM. 370,000 tested, 1.8% active;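 active means activation above a cutoff set at the mean of all screened compounds plus 3 SD, cut at about 10% in these data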;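 further: 0% = DMSO wells and 100% = sodium butyrate wells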
* marks the source's active call; other numbers are inactive results; i = inactive; x = no result given.

SMILES	ADAM10 inh	DAX1 inh-1	HGIII-sPLA2 inh	DAX1 inh-2	hcDAF-12 act	ssDAF12 agonist	NPR1 activator	SMARCA2 activ	NPR2 activator	FXN GAA850 act	hgDAF12 agonist
COc1ccc(C)cc1NC(=O)c1ccccc1N(C)S(=O)(=O)c1ccccc1	0	-0.5	-3	-1.2	-2.8	-1.2	3	-1	-2	4.5	-2.4
CC(=O)N1CCN(S(=O)(=O)c2cccc(C(=O)Nc3ccccc3N3CCCC3)c2)CC1	-13	0.7	-5	0.0	-0.4	-0.9	3	1	3	1.1	1.6
COC(=O)Cn1ncc(N2C3CC(CC(C)(C)C3)C2C)c(Cl)c1=O (centres undefined)	2	-0.5	-2	-1.2	-1.4	-1.7	5	4	4	0.3	-1.4
Cc1cc(/C=N/NC(=O)c2ccoc2C)cc(C)c1O	-13	4.3*	14	4.8*	3.2	0.1	0	0	-1	5.3	18*
O=C(CN1C(=O)C2CCCCC2C1=O)NC1CCCc2ccccc21 (centres undefined)	-8	1.3	4	1.3	-0.5	-1.1	1	1	2	2.1	-2.6
Cc1ccc2c(c1)C(c1ccncc1)=NNC(c1ccccc1)=N2	3	1.1	0	-0.2	0.4	-0.9	1	2	2	1.9	0.8
Cc1ccnc2nc(C(=O)OCC(=O)Nc3ccccc3C(C)(C)C)nn12	2	0.3	3	4.2	-0.7	-1.7	-2	0	1	0.4	-0.4
Cc1cc(C)n(C(=O)c2ccccc2[N+](=O)[O-])n1	5	-0.7	-3	-0.2	-0.8	-1.6	-3	-7	-2	1.7	-2.2
CCCCn1c(=O)[nH]c(=O)c2c1nc(COC(=O)c1c(C)noc1C)n2CCC	-7	-0.2	6	1.9	-0.2	-1.1	-4	-3	-1	1.1	0.1
Cc1cc(C)c(C#N)c(SCc2cn3ccccc3n2)n1	-3	-0.1	8	0.2	-3.6	-0.7	4	-3	4	4.1	-3.4
O=C(c1ccc(F)cc1)N1CCN(Cc2ccccc2Br)CC1	6	-0.4	2	1.6	-2.3	-0.6	3	0	2	3.1	0.6
O=C(NCCN1CCCC1)C1(S(=O)(=O)c2ccc(Cl)cc2)CC1	4	0.0	-5	1.6	0.4	-2.0	3	-4	1	0.1	1.1
CCOC(=O)c1cc2c(=O)n3ccccc3nc2n(CC2CCCO2)c1=NC(=O)/C=C/c1ccccc1 (centres undefined)	i	-0.7	0	-0.1	-2.6	-1.5	1	2	-7	7.2	0.6
CCC(C)(C)NC(=O)C(c1ccc(OC)cc1)N(Cc1cccs1)C(=O)CCC(=O)Nc1cc(C)on1 (centres undefined)	4	-1.3	-13	-1.8	-3.2	-2.0	-14	-3	-21	5.0	-3.5
CCC(=O)Nc1nonc1-c1nc2ccccc2n1N(C(=O)CC)C(=O)CC	-16	-0.5	2	0.1	-0.9	-0.6	0	-1	3	-2.0	1.6
COc1cccc2oc3cc(C#CC4(O)CCCCC4)ccc3c(=O)c12	-248	4.0*	-44	1.4	5.8*	0.5	1	3	1	6.9	6.2
Cn1c(SCC(=O)N/N=C/C=C/c2ccccc2[N+](=O)[O-])nc2ccccc21	2	-0.1	0	-0.4	0.3	-0.9	-10	1	-6	0.0	1.6
COc1cccc(NC(=O)Cc2nnc(SCC(=O)NC3=NCCS3)n2C)c1	-1	0.1	-7	1.5	-0.9	-1.2	-1	-3	1	1.7	2.3
CC(C)CNC(=O)c1cccc(NC(=O)COc2ccc([N+](=O)[O-])cc2)c1	-2	-1.9	-2	-0.9	-3.2	-2.8	-1	-2	-3	0.5	-4.5
NNC(=S)NC1CCCCC1	1	-0.2	6	1.6	0.3	-0.4	1	0	4	1.5	9.7
O=C(O)c1cccc(NS(=O)(=O)c2ccc3c(c2)OCCCO3)c1	6	0.1	2	-0.1	0.3	-1.8	-7	4	-1	-1.7	-1.2
Cc1nn(-c2ccccc2)c(Cl)c1/C=N/Nc1nc2ccccc2n1C	-4	1.9	-16	-1.7	-1.0	-1.6	6	1	6	7.3	7.7
Cc1ccc(S(=O)(=O)N2CCCC2c2cccc3[nH]cc(C)c23)cc1 (centres undefined)	0	-1.2	-59	x	-1.3	-0.5	1	-1	-5	x	0.9
COC(=O)c1ccc2c(c1)NC(=O)C(N1CCCC1)S2 (centres undefined)	-1	-0.5	-1	0.4	-1.3	-0.8	2	5	5	4.1	9.0
O=C(CN1C(=O)NC2(CCCCC2)C1=O)NNC(=O)C1CC1	-13	-0.5	14	-0.1	-1.0	-0.9	1	-1	2	-0.2	-0.8
CCC(C(=O)O)n1cnc2scc(-c3ccc(C)c(C)c3)c2c1=O (centres undefined)	-1	-0.2	0	-1.0	1.0	-0.3	1	4	3	0.9	3.7
COc1ccccc1C(C(=O)NC1CCCCC1)N(C(=O)c1csnn1)C1CC1 (centres undefined)	1	0.0	4	-0.3	-0.7	-1.4	-12	-2	-5	-0.1	-0.1
O=c1[nH]c2ccccc2nc1-c1nnnn1C1CCCC1	i	0.6	1	x	-0.3	-0.8	2	-1	-1	x	-2.2
Cc1ccc(NC(=O)COC(=O)CCc2ccc(S(=O)(=O)N3CCOCC3)cc2)c(C)c1	-5	1.1	-5	-1.1	2.8	0.2	0	-2	-5	2.2	4.3
CCCNC(=O)c1ccc(N2CCC3(CC2)CC(c2cccc(Br)c2)=NO3)c(NC(=O)c2c(Cl)cccc2Cl)c1	2	0.0	-1	0.2	-1.9	-1.1	-1	-1	-5	-0.9	0.7
CCOC(=O)N1CC=C2C(C#N)=C(N)C(C#N)(C#N)[C@H](c3cccs3)C2C1 (some centres undefined)	-26	0.1	-2	2.9	-2.1	-1.3	-4	3	1	-1.5	-0.4
COc1cccc(-c2ccc3c(c2)O[C@H](CN(C)C(=O)c2ccccc2F)[C@H](C)CN([C@H](C)CO)S3(=O)=O)c1	-1	-2.6	-18	1.3	-0.2	-1.4	-1	-2	-2	-1.5	-0.8
CCC[C@H]1[C@@H](NC(=O)/C=C/c2ccccc2)CC[C@@]23CCCN2C(=O)CCC[C@@H]13	-8	x	-7	x	-2.9	-1.7	-1	x	1	x	-0.2
Cc1ccc(C(=O)N2CCCC2)cc1S(=O)(=O)N1CCCCC1	-12	-0.1	3	-0.6	1.0	-1.5	3	-1	3	1.4	-2.4
CC1CCN(c2ccc3nnc(CCC(=O)N4CCCCC4)n3n2)CC1	-7	-0.1	6	-0.6	0.1	-1.4	4	-1	0	1.7	-0.8
CCn1c(SCC(=O)Nc2ccc(C)cc2)nc2nc3c(cc2c1=O)CCCC3	-9	-0.5	11	-1.9	-0.3	-0.6	0	-2	-2	2.0	1.6
O=C(NCc1ccc(Cl)cc1)c1ccc(S(=O)(=O)N2CCCCC2)cc1	-2	-0.2	13	0.0	-0.6	-0.7	5	-4	7	3.2	4.8
CCOc1ccc(S(=O)(=O)NCCCN2CCOCC2)cc1	4	0.1	3	0.2	-1.2	-1.5	-2	-2	1	-0.4	-2.1
Fc1ccc2nc(-c3ccccc3)ccc2c1	-13	2.2	7	x	0.9	-0.3	-2	0	-5	x	7.1
COc1ccccc1-c1noc(CCC(=O)N2CCN(c3cc(C)ccc3C)CC2)n1	6	-0.8	-9	-1.3	-2.1	-1.1	2	-5	4	1.5	-2.1
O=C(c1ccc(N2CCCC2=O)cc1)N1CCN(c2ccccc2)CC1	6	-0.2	8	0.8	-2.7	-1.1	-4	5	3	2.9	1.8
CCCCN=C(NNc1ccc(Br)cc1)C(=O)OCC	9	0.2	7	-1.0	3.6	-0.4	5	0	-2	0.5	-2.1
CCN(CCCNC(=O)Cn1ncc2c([nH]c3ccc(C)cc32)c1=O)Cc1ccccc1	-87	1.5	-11	0.1	-0.5	-1.0	-12	-1	-4	-0.6	1.5
C=CCN(CC=C)c1nc2ccccc2nc1C(C#N)C(=O)OC(C)C (centres undefined)	i	-1.2	-8	0.0	-1.4	-1.3	1	1	4	0.3	-1.9
OCCC1CN(Cc2ccccc2OC2CCCC2)CCN1Cc1ccsc1 (centres undefined)	1	0.2	-9	-0.6	-1.1	-0.9	-13	-3	-7	-5.1	1.7
COc1ccc(N2CCN(C(=O)Cc3ccc(S(=O)(=O)N4CCOCC4)s3)CC2)cc1	0	-0.1	-20	-1.0	-2.2	-0.9	0	-4	-3	1.8	-1.4
O=C(NCC1CCCO1)C1CCCN(S(=O)(=O)c2cccc(C(F)(F)F)c2)C1 (centres undefined)	-1	-0.2	2	-2.6	-0.5	-1.1	-4	-5	1	-1.6	-0.7
CCOC(=O)c1ccc(NC(=O)CN2C(=O)C3C4C=CC(C4)C3C2=O)cc1 (centres undefined)	4	0.0	-4	1.2	-0.5	-1.0	4	-1	1	1.2	0.7
CCn1c(CNC(=O)c2ccccc2F)nnc1SCC(=O)NC1CCCCC1C (centres undefined)	1	-0.7	-1	0.0	0.0	-1.2	6	3	-1	1.3	-0.9
COc1ccc(C(=O)COC(=O)CSCc2c(C)noc2C)cc1OC	-8	-0.4	-4	-1.8	0.6	-1.7	10	0	-3	-1.2	-0.6
Cc1ccc(OCC(=O)Nc2ccc(C(N)=O)cc2)cc1	1	0.1	12	-0.8	0.0	-0.9	1	-2	-1	1.6	-0.1
CCCNC(=O)CN1C(=O)COc2ccc(S(=O)(=O)N3CC(C)CC(C)C3)cc21 (centres undefined)	1	-1.4	2	-0.8	0.7	-1.2	1	-2	3	0.9	0.0
Fc1ccc(CSc2nnc(-c3cccs3)o2)cc1	0	-0.1	-2	0.6	1.6	-1.6	-4	0	-1	6.2	4.4
Cc1cccc(OCc2n[nH]c(=S)o2)c1	2	-1.0	17	1.3	0.4	-1.2	-1	4	-4	-3.6	-0.5
CCOC(=O)c1sc2nc(CC(=O)OC)nc(NCc3ccco3)c2c1C	-79	-0.9	-23	0.6	-1.2	-0.9	8	0	0	2.9	0.0
CN1CCN(/C(=N\O)c2nonc2N)CC1	-13	-0.3	2	1.6	-1.0	-0.8	1	-1	3	0.3	-0.2
CCN(CC)S(=O)(=O)c1cc(NS(=O)(=O)c2ccc(Cl)c(C(=O)O)c2)ccc1C	4	-0.2	-8	-0.1	0.3	-1.8	1	0	4	1.8	0.4
CCS(=O)(=O)N1CCC(C(=O)NCCc2ccc(C)cc2)CC1	-6	0.6	0	0.5	-1.9	-1.9	5	-4	-1	-0.8	-1.5
NC(Cc1c[nH]c2ccc(OCc3ccccc3)cc12)C(=O)O (centres undefined)	-18	0.0	10	1.6	0.5	-1.5	0	-2	-4	0.2	0.0
